M. tuberculosis HTS: M. tuberculosis growth inhibition, HTS (AID 449762); M. tuberculosis H37Rv growth inhibition, 7H9 media; higher % means a stronger effect; inhibition, % at 25 µM, or IC50 in µM where a hit was titrated; hit rate 0.59% among 330,000; in the data active = a potency from the dose series; inconclusive = inhibition above about 70% without an active follow-up result;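 also: bacterial growth assessed after seven days of incubation; strong numbers were not always called active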
H1N1 NS1A inhibition: NS1A inhibition, H1N1 influenza, cell based functional assay (AID 504329); NS1A functional cell-based assay, percent inhibition; higher % means a stronger effect; inhibition, % at 12.5 µM; hits with a dose series show IC50 in µM; hit rate 0.3% among 340,000; in the data active = a potency from the dose series; inconclusive = inhibition above about 27% without an active follow-up result; also: strong numbers were not always called active
inhibitors of VEEV: inhibitors of VEEV TC-83 cytopathic effect, confirmation, Vero cells (AID 588727); Vero cells, VEEV TC-83 cytopathic effect inhibition; higher % means a stronger effect; inhibition, % at 20 µM, or IC50 in µM where a hit was titrated; hit rate 0.13% among 350,000; in the data active = a potency from the dose series; inconclusive = inhibition mostly from about 14% at the one dose, without a potency; inactive = the rest, 99 in 100 with inhibition below about 12%; also: strong numbers were not always called active
PhoP GFP inhibition: PhoP regulon inhibitors, Salmonella typhi PhoP promoter GFP reporter, confirmatory (AID 1850); Salmonella Typhi PhoP-promoter GFP reporter, fluorescence, 4 h; higher % means a stronger effect; inhibition, % at 50 µM; hits with a dose series show IC50 in µM; hit rate 0.33% among 310,000; in the data active = a potency from the dose series; inconclusive = inhibition mostly from about 25% at the one dose, without a potency; inactive = the rest, 99 in 100 with inhibition below about 19%;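 also: 0% = induced wells with vehicle and 100% = uninduced wells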
M. tuberculosis: growth inhibition of non-replicating M. tuberculosis (AID 488890); Mycobacterium tuberculosis non-replicating, growth inhibition; higher % means a stronger effect; inhibition, % at 25 µM; hits with a dose series show IC50 in µM; hit rate 0.39% among 320,000; in the data active = a potency from the dose series; inconclusive = inhibition mostly from about 82% at the one dose, without a potency; inactive = the rest, 99 in 100 with inhibition below about 76%;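 also: plate controls were DMSO cells for no effect and high antibiotic wells for full effect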
inhibitors of VEEV 10K pilot screen: also measured in inhibitors of VEEV; calls as there; inhibition, %; measured here: 10K pilot screen inhibition
An asterisk follows results filed as active; i = inactive; u = inconclusive; x = not tested or not shown.

SMILES	M. tuberculosis HTS	H1N1 NS1A inhibition	inhibitors of VEEV	PhoP GFP inhibition	M. tuberculosis	others
Cc1ccc(CSc2nc3ccsc3c(=O)n2Cc2ccccn2)cc1	-3%	3%	0.4%	-6%	8%	inhibitors of VEEV 10K pilot screen=3.2
CC(C)Cn1c(=O)c(C(=O)NCc2ccc3c(c2)OCO3)c(O)c2ccccc21	7%	-29%	1.1%	-17%	-19%
CCN(CC)c1ccc(/C=N/NC(=O)c2nnn(-c3nonc3N)c2-c2ccc(C)cc2)cc1	-1%	-4%	3.0%	-3%	-12%
COC(=O)C1=C(C(=O)OC)[C@@H]2N(C)c3ccc(OC)cc3[C@@]23C[C@@H](C(=O)OC)N(C(=O)C2CCC2)C3=N1	8%	x	x	0%	13%
COCCOc1cc(NC(=O)CS(=O)CC(=O)N(C)C)c(Cl)cc1Cl (configuration not stated)	-6%	3%	0.1%	-8%	0%
COc1ccc(NC(=O)[C@@H]2CC=C[C@@H]3CCN(Cc4ccccc4)C(=O)[C@@H]32)cc1	-1%	-10%	5.8%	4%	14%
c1ccc(COc2cccc(CN3CCCCC3)c2)cc1	7%	4%	i	2%	30%
Cn1c(CCC(=O)OCC(=O)NCc2ccc3c(c2)OCO3)nc(=O)c2ccccc21	-9%	2%	0.2%	0%	1%
CC[C@H]1OC(=O)[C@H](C)[C@@H](O[C@H]2C[C@@](C)(OC)[C@@H](O)[C@H](C)O2)[C@H](C)[C@@H](O[C@@H]2O[C@H](C)C[C@H](N(C)C)[C@H]2O)[C@](C)(O)C[C@@H](C)[C@@H]2N[C@@H](COCCOC)O[C@H]([C@H]2C)[C@]1(C)O	u	0%	1.8%	8µM*	68%
Cc1ccccc1CCN(C(=O)CN1C(=O)c2ccccc2S1(=O)=O)C(C(=O)NCC1CCCO1)c1ccncc1 (configuration not stated)	-4%	0%	i	-6%	-2%
CCc1ccc(-c2cc(C)no2)cc1S(=O)(=O)NCc1ccco1	1%	4%	u	9%	12%
Cn1c(=O)c2c(nc(NC3CCCCC3)n2Cc2ccccc2)n(C)c1=O	-7%	27%	2.6%	2%	x
CCOC(=O)c1c(S(=O)(=O)NCCCc2ccco2)c(C)n(C)c1C	-13%	10%	0.6%	-2%	9%
Cc1nc(C(N)=O)c(N)n1CCc1ccccc1	-7%	4%	0.6%	-12%	-2%
COc1cc(C2CC(=O)Oc3cc(C)c(Br)c(C)c32)cc(OC)c1OC (configuration not stated)	x	-7%	2.5%	x	x
CC1CN(C(=O)Cn2cc(SCC(=O)N3CCOCC3)c3ccccc32)CC(C)O1 (configuration not stated)	4%	-12%	1.3%	-7%	-3%
O=C(c1cccc(Cl)c1)N1CCC2CC1c1cc(N3CCOCC3)ccc12 (configuration not stated)	x	-30%	i	x	x
COc1ccc(C(=O)Nc2ccccc2NC(=O)c2ccco2)c(OC)c1	1%	-2%	0.7%	21%	11%
CC(OC(=O)c1ccc2ncsc2c1)C(=O)NCc1ccccc1 (configuration not stated)	-6%	x	x	4%	-10%
COc1cc2nc(CC(C)C)n(NC(=O)c3ccccc3)c(=O)c2cc1OC	4%	5%	0.5%	0%	4%
Cc1ccc(NC(=O)CSc2ccccc2NC(=O)c2cccc(Cl)c2)cc1Cl	3%	0%	1.9%	-5%	-11%
Cc1ccc(COC(=O)NCc2cccnc2)cc1	-2%	-7%	3.4%	-1%	x
NC(=O)[C@H](Cc1cc2ccccc2s1)NC(=O)[C@@H]1CC2(CC(c3cccc(NC(=O)[C@@H]4CCC(=O)N4)c3)=NO2)CN1C(=O)c1ccccc1 (some centres not stated)	-5%	4%	i	8%	17%
O=C1CC(C2CCCO2)C(=O)N1Cc1ccccc1 (configuration not stated)	-1%	-10%	i	12%	5%
O=C(CN1C(=O)NC2(CCCc3ccccc32)C1=O)Nc1cccc(S(=O)(=O)N2CCCCC2)c1 (configuration not stated)	7%	-5%	0.7%	-4%	16%

Continued; it opens with the 3 that closed the last part.
SMILES	M. tuberculosis HTS	H1N1 NS1A inhibition	inhibitors of VEEV	PhoP GFP inhibition	M. tuberculosis	others
NC(=O)[C@H](Cc1cc2ccccc2s1)NC(=O)[C@@H]1CC2(CC(c3cccc(NC(=O)[C@@H]4CCC(=O)N4)c3)=NO2)CN1C(=O)c1ccccc1 (some centres not stated)	-5%	4%	i	8%	17%
O=C1CC(C2CCCO2)C(=O)N1Cc1ccccc1 (configuration not stated)	-1%	-10%	i	12%	5%
O=C(CN1C(=O)NC2(CCCc3ccccc32)C1=O)Nc1cccc(S(=O)(=O)N2CCCCC2)c1 (configuration not stated)	7%	-5%	0.7%	-4%	16%
COc1cc(C(C)=O)ccc1OCC(O)Cn1nc(C)c(Br)c1C (configuration not stated)	3%	-6%	7.5%	-1%	22%
Cc1cc(C)n(-c2nnc(C)n2/N=C/c2ccccc2OCc2ccccc2Cl)n1	7%	-4%	7.4%	-8%	20%
Cc1ccc(OCC(=O)Nc2ccon2)c([N+](=O)[O-])c1	-24%	14%	3.8%	-7%	-3%
C=CCSc1nc2c(c(=N)n1CC=C)C1CCCC1S2 (configuration not stated)	-1%	-2%	i	4%	2%
CCN(C(=O)COC(=O)c1ccc(Cl)c(S(=O)(=O)N2CCCCC2)c1)C1CCS(=O)(=O)C1 (configuration not stated)	-1%	2%	0.8%	x	-3%
Cc1ccc(NC(=O)COc2ccccc2)cc1S(=O)(=O)N1CCCCCC1	-4%	-4%	7.5%	-1%	5%
CCCCN1Cc2c(nc3cc(-c4ccccc4)[nH]n3c2=O)C1=O	1%	-1%	1.3%	3%	7%
COc1ccc(Cl)cc1C(=O)NNC(=O)c1ccc(F)c(S(=O)(=O)N2CCOCC2)c1	3%	-1%	0.8%	x	15%
COc1ccc(NC(=O)CN(C)CC(=O)NC(=O)NC2CCCCC2)cc1	2%	-6%	2.1%	x	5%
COC(=O)[C@H](CCSC)NC(=O)Nc1ccc(OC)c(Cl)c1	-7%	-2%	1.2%	-11%	-6%
Cc1cccc(OCC(=O)O/N=C(\N)c2ccncc2)c1	-6%	0%	1.4%	9%	6%
COc1ccc(-c2c(C)c3ccc(OCC(C)=O)cc3oc2=O)cc1	1%	x	x	-16%	33%
S=C(NCCc1cnc[nH]1)NC1CCCC1	-3%	3%	0.5%	-6%	17%
C[C@H](NS(=O)(=O)c1ccc2c(c1)OCCCO2)C(=O)N1CCN(Cc2ccc(C#N)cc2)CC1	-7%	2%	1.8%	x	6%
Cc1cccc(NC(=O)c2cc(C)nc3ccccc23)c1	2%	1%	1.9%	-9%	-1%
Cc1c(O)c(CN2CCCC2)cc2c3c(c(=O)oc12)CCC3	-7%	0%	1.5%	-13%	52%
CCCn1ncc(CN2CCCC(C(=O)c3cccc(OC)c3)C2)c1C (configuration not stated)	-9%	3%	0.8%	4%	7%
CCC(=O)N1Cc2ccccc2-c2ccccc2C1=O	3%	x	x	-1%	14%
COc1ccc2c(c1)c(/C=C/c1cc[n+](C)cc1)cn2C	4%	-4%	3.3%	-12%	u
COc1ccccc1NC(=S)NCc1ccc(F)cc1	-3%	-1%	0.9%	-10%	58%
NC(=O)c1ccc(NC(=O)COC(=O)c2cc3c(s2)CCC3)cc1	7%	0%	0.7%	x	-3%
N#Cc1ccc(Oc2nc(Nc3ccc(F)cc3)nc(N3CCCC3)n2)cc1	-6%	9%	1.7%	0%	-8%	inhibitors of VEEV 10K pilot screen=3.8
COc1ccc(S(=O)(=O)N2CCOC23CCN(C(=O)c2ccc(Cl)cc2Cl)CC3)cc1	5%	1%	>25µM*	4%	25%
C=CCn1c2ccccc2c2nnc(SCC(=O)Nc3cc(C)on3)nc21	5%	-10%	9.7%	3%	-3%
CCCN1C(C)C(C(=O)OCC)=CN(Cc2cccc(I)c2)S1(=O)=O (configuration not stated)	x	-5%	1.7%	x	x

Filtered by structure, the entries above with fluorine.
SMILES	M. tuberculosis HTS	H1N1 NS1A inhibition	inhibitors of VEEV	PhoP GFP inhibition	M. tuberculosis	others
COc1ccc(Cl)cc1C(=O)NNC(=O)c1ccc(F)c(S(=O)(=O)N2CCOCC2)c1	3%	-1%	0.8%	x	15%
COc1ccccc1NC(=S)NCc1ccc(F)cc1	-3%	-1%	0.9%	-10%	58%
N#Cc1ccc(Oc2nc(Nc3ccc(F)cc3)nc(N3CCCC3)n2)cc1	-6%	9%	1.7%	0%	-8%	inhibitors of VEEV 10K pilot screen=3.8

Next part
SMILES	M. tuberculosis HTS	H1N1 NS1A inhibition	inhibitors of VEEV	PhoP GFP inhibition	M. tuberculosis	others
CCC(C(=O)NC(C)CCc1ccccc1)n1nc(C)n2c(cc3occc32)c1=O (configuration not stated)	5%	-17%	4.1%	4%	11%
CCOC(=O)N/N=C\c1ccc([N+](=O)[O-])s1	u	-5%	i	13%	9.1µM*
CC/C(=N\Nc1ccc([N+](=O)[O-])cc1)c1ccccc1	u	-1%	i	0%	40%
COc1ccc(CN2CCCCC2C(=O)Nc2ccc(OC)c(OC)c2)cc1OC (configuration not stated)	5%	-10%	0.4%	-12%	0%
O=C(CN1C(=O)NC2(CCOc3ccccc32)C1=O)NCC(F)(F)F (configuration not stated)	7%	6%	4.1%	1%	-6%
COc1ccc(NC(=O)[C@H](C)NC(N)=O)cc1S(=O)(=O)Nc1cc(C)ccc1Br	-2%	-1%	0.3%	-6%	2%
CCNC(=S)N1CCC(C(N)=O)CC1	-6%	-15%	i	14%	-4%
COc1ccc(C(=O)NCCC2=CCCCC2)cc1OC	4%	-2%	0.9%	0%	2%
COc1ccc(-c2noc(C3CCCN(C(=O)c4cccs4)C3)n2)cc1 (configuration not stated)	13%	7%	0.3%	-3%	5%
FC(F)(F)Oc1ccc(-c2cn3cccnc3n2)cc1	-11%	3%	0.2%	6%	-5%
CCOC(=O)c1ccc(N2C(=O)CC(Sc3ncccn3)C2=O)cc1 (configuration not stated)	-7%	2%	1.1%	-2%	17%
N=C1C(c2nc3ccccc3s2)=C(O)CN1Cc1ccccc1	7%	7%	5.0%	5%	10%
CCOc1cc(O)c(-c2[nH]ncc2-c2nc(C)cs2)cc1CC	1%	-6%	1.4%	0%	26%
O=C(NC1CCCCC1)N1CCN(c2ccccc2Cl)CC1	6%	-4%	i	-4%	13%
Cc1ccc(S(=O)(=O)/N=C(/Nc2ccc3[nH]c(=O)[nH]c3c2)c2ccc(F)cc2)cc1	4%	11%	0.3%	-4%	20%
O=S(=O)(c1ccc(NCc2ccccc2)cc1)N1CCOCC1	-20%	-2%	5.5%	-2%	0%
O=c1cc(N2CCCCC2)c(-c2ccccc2)nn1Cc1c(Cl)cccc1Cl	11%	0%	3.4%	10%	26%
Cc1ccc(S(=O)(=O)CCC(=O)NCCc2ccc(Cl)cc2)cc1	3%	1%	i	3%	24%
O=C(CSc1n[nH]c(=O)n1C1CC1)Nc1ccc(Cl)c(Cl)c1	-14%	-9%	0.4%	22%	12%
Cc1ccc2ncnc(-c3ccccc3)c2c1	-6%	3%	2.3%	10%	-11%
CC(C)(C)CN1CCNC(=O)C1CC(=O)NC1Cc2ccccc2C1 (configuration not stated)	-1%	-10%	i	-5%	-8%
O=C(CSC1=NS(=O)(=O)c2cc(Cl)ccc2N1)Nc1cccc(F)c1	-1%	-5%	9.8%	-4%	3%
COc1ccc(N(C)S(=O)(=O)c2ccc3c(c2)CCC(=O)N3)cc1	-13%	1%	i	-4%	3%	inhibitors of VEEV 10K pilot screen=3.5
CCN(c1ccccc1)S(=O)(=O)c1ccc(Oc2ccc(-n3ccnc3)cc2)nc1	2%	1%	0.3%	2%	50%
O=C(CSc1nc(-c2ccc(F)cc2)cc(C(F)(F)F)n1)NCc1ccco1	-12%	17%	0.5%	-6%	-13%	inhibitors of VEEV 10K pilot screen=0.1

More compounds.
SMILES	M. tuberculosis HTS	H1N1 NS1A inhibition	inhibitors of VEEV	PhoP GFP inhibition	M. tuberculosis	others
CN1CCN(C(=O)C23CC4CC(C2)CC(c2ccccc2)(C4)C3)CC1	-5%	-1%	0.6%	6%	18%
CCN1CCN(CCCNC(=O)c2ccc(NC(=O)C3=CSCCO3)cc2)CC1	2%	-5%	1.5%	7%	-6%
COc1ccccc1CNc1nc2nc(C)cc(=O)n2[nH]1	3%	2%	1.0%	-3%	3%
Cc1ccc(NC(=O)c2oc3ccc(S(=O)(=O)N4CCOCC4)cc3c2C)c(C)c1	0%	-10%	i	8%	-3%
CC(C)c1ccc(C(=O)NCCCNC(=O)c2cnccn2)cc1	3%	-20%	0.1%	-4%	0%
CCCc1c(C)c(C#N)c2nc3ccccc3n2c1NCCCN1CCOCC1	-26%	17%	4.1%	4%	24%
CC1(C2CC2)NC(=O)N(CC(=O)Nc2ccccc2-c2ccccc2)C1=O (configuration not stated)	0%	-9%	i	15%	8%
CC(C)n1c(O)c(C2c3cc(Cl)ccc3Oc3[nH]c(=O)n(C(C)C)c(=O)c32)c(=O)[nH]c1=O (configuration not stated)	x	-1%	i	x	x
